M1 PAM parental – nonselective activator or artifact in parental CHO-K1 calcium assay | ATP EC20, Fluo-8 calcium fluorescence; 0% at ATP EC20, 100% at ATP max | activation, % at 3 µM | 0.02% of 360,000 active | AID 602247;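 active = activation above the run cutoff, the mean activation of all test compounds plus 3 SD, cut at about 40% in these data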;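 note: peak over basal fluorescence ratio in a 140 s read after ATP addition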
CHO-K1 Ca antag – counter-screen for M1 antagonists: effect in parental CHO-K1 cells; inhibition, % at 3 µM; 0.6% of 360,000 active; ATP-induced calcium, Fluo-8 fluorescence;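 active = inhibition above a per-plate cutoff, the plate's mean sample inhibition plus 3 SD, cut at about 24% in these data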;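 note: 0% = DMSO plus EC80 ATP and 100% = DMSO alone without ATP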
CHRM5 PAM – CHRM5 positive allosteric modulation. CHO-K1 hM5, Fluo-8 calcium, ACh EC20 PAM; 0% = ACh EC20, 100% = ACh EC100. activation, % at 3 µM. 0.3% of 360,000 active. AID 624038;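 active = activation above the run cutoff, the mean activation of all test compounds plus 3 SD, cut at about 18% in these data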
Target sequence (P08912 whole entry, looked up): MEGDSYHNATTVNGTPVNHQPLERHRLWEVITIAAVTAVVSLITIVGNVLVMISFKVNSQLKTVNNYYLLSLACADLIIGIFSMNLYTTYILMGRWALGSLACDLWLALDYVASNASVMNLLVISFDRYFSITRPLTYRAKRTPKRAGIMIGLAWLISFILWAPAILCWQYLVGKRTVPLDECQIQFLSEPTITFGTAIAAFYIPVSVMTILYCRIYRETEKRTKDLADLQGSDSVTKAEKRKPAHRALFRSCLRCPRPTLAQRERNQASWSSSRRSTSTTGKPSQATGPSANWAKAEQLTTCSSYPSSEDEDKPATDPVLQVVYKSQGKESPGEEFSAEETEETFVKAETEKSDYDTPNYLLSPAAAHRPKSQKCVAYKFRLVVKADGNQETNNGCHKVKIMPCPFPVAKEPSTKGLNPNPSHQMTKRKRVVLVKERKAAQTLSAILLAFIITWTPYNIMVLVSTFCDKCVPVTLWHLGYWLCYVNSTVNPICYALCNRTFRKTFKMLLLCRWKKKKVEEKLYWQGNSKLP
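System – CHO-K1 hM5 cells · Compound – 3 µM, single dose · Incubation – compound preincubation 140 s before EC20 acetylcholine addition · Technique – Fluo-8 calcium fluorescence · Measure – Max/basal fluorescence ratio as % of EC20–EC100 ACh window · Benchmarks – low control EC20 acetylcholine (0%), high control EC100 acetylcholine (100%) · Replication – singlicate, one well per test compound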
CHRM4 agonist – CHRM4 agonism in calcium assay; P08173; CHO-K1 hM4/Gqi5, Fluo-8 calcium fluorescence; vehicle 0%, full acetylcholine response 100%; activation, % at 3 µM; 0.14% of 360,000 active;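 active = activation above the run mean over all test wells plus 3 SD, cut at about 32% in these data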;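 note: peak over basal fluorescence ratio per well then scaled between controls; 0% = DMSO wells and 100% = acetylcholine at EC100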
Target sequence (P08173 whole entry, looked up): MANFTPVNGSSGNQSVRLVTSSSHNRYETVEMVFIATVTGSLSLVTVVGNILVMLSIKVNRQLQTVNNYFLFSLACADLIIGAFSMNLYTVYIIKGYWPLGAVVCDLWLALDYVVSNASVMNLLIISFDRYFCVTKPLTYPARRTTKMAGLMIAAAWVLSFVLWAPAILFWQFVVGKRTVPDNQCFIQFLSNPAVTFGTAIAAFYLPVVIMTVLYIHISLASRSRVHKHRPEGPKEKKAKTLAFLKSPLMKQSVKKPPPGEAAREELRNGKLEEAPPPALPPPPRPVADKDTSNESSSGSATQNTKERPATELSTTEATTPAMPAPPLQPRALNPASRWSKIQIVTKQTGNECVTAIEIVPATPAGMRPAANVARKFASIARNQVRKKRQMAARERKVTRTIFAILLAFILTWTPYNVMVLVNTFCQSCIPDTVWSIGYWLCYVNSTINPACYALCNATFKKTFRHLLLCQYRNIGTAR
M5 antag – blocks acetylcholine activation of human M5 receptor; P08912; CHO-hM5 cells, Fluo-8 calcium fluorescence, ACh EC80; inhibition, % at 3 µM; 0.59% of 360,000 active; AID 624040;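 active = inhibition above a per-plate cutoff, the mean of that plate's test compounds plus 3 SD, cut at about 27% in these data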;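 note: 0% = acetylcholine EC80 with DMSO and 100% = DMSO without agonist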
CHRM5 agonist – CHRM5 agonism in calcium assay; P08912; CHO-K1 hM5 cells, Fluo-8 calcium fluorescence; 0% DMSO wells, 100% maximal acetylcholine response; activation, % at 3 µM; 0.19% of 360,000 active; AID 624037;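 active = activation above the run's mean over test compounds plus 3 SD, cut at about 23% in these data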;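 note: signal is peak over basal fluorescence ratio across the kinetic read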
CHRM4 antagonist – CHRM4 antagonism in calcium assay. P08173. 0.73% of 360,000 active. AID 624125. CHO-hM4 cells, ACh EC80, Fluo-8 calcium fluorescence. inhibition, % at 3 µM;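 active = inhibition above its plate's cutoff, the mean inhibition of sample wells plus 3 SD, cut at about 27% in these data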;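 note: 0% = acetylcholine EC80 with DMSO and 100% = DMSO without agonist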
M4 PAM – CHRM4 positive allosteric modulation; CHO-K1 hM4/Gqi5, Fluo-8 calcium fluorescence, ACh EC20; 0% = ACh EC20, 100% = maximal ACh; P08173; 0.4% of 360,000 active; activation, % at 3 µM;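 active = activation above its plate's cutoff, the mean activation of sample wells plus 3 SD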; note: some results filed as inactive read as strong as hits
CHO-K1 Ca ag – counter-screen for M1 agonists: effect in parental CHO-K1 cells. Fluo-8 calcium fluorescence; scaled to maximal ATP response, vehicle zero. activation, % at 3 µM. 0.48% of 360,000 active. AID 602248; in the data active = activation above about 15%;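 note: untransfected CHO-K1 host cells lacking M1 receptor as counterscreen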
An asterisk follows results filed as active.

SMILES | CHRM4 antagonist | CHO-K1 Ca antag | CHRM4 agonist | CHRM5 agonist | CHRM5 PAM | M1 PAM parental | CHO-K1 Ca ag | M4 PAM | M5 antag
O=C(COC(=O)/C=C/c1ccc(Cl)cc1)Nc1ccc2[nH]c(=O)[nH]c2c1 | -8 | -7 | 0 | 7 | -9 | 3 | 1.1 | 8 | 8
Cc1ccc(NC(=O)C2CCCN(S(=O)(=O)c3c(C)noc3C)C2)cc1 (configuration not stated) | 1 | 5 | 1 | -1 | 6 | -10 | 0.1 | -3 | 6
COc1ccc(NC2CCCN(C(=O)c3ccccc3N3CCOCC3)C2)cc1OC (configuration not stated) | -2 | -3 | 1 | -3 | 2 | 0 | 1.0 | 1 | -7
O=C(CCNS(=O)(=O)c1ccccc1C(F)(F)F)NCCCc1ccccc1 | 5 | -4 | 3 | 1 | -3 | -14 | 0.1 | 2 | 11
COc1ccccc1CN1C(=O)c2cccc3cccc(c23)C1=O | -6 | -9 | 1 | 0 | -5 | 13 | 0.3 | 1 | 2
OC(CSc1c(Cl)cccc1Cl)CN1CCN(c2ccc(F)cc2)CC1 (configuration not stated) | -24 | -24 | 12 | -4 | -23 | 11 | 4.5 | 0 | -4
O=C(NC(=S)Nc1ccc(N2CCOCC2)c(Cl)c1)C(c1ccccc1)c1ccccc1 | -6 | -13 | 2 | -2 | -3 | 25 | 0.5 | 0 | -10
O=C(COC(=O)C1=NN(c2ccccc2)C(=O)CC1)Nc1ccc([N+](=O)[O-])cc1C(F)(F)F | -3 | -18 | 1 | 3 | -6 | 11 | 0.5 | 6 | 1
CCOC(=O)N1CCC(N2C(=O)c3ccccc3C2Nc2ccc(S(=O)(=O)N(CC)CC)cc2)CC1 (configuration not stated) | -5 | -3 | 4 | -3 | 10 | 18 | 2.0 | -7 | -8
Cc1nnc(NC(=O)CSc2nnc(CC(=O)Nc3ccccc3C)n2C)s1 | -7 | -10 | 3 | -1 | 5 | 1 | 0.0 | 10 | -6
CC(=O)Oc1ccc(C(=O)Nc2ccc3c(c2)C(=O)N(CCC(=O)O)C3=O)cc1 | 6 | -12 | -1 | 0 | 1 | 20 | 0.3 | 8 | -2
O=C(NCCCl)Nc1ccc(Cl)c([N+](=O)[O-])c1 | 7 | -7 | 1 | 0 | 3 | 15 | 0.1 | 5 | 7
COCc1nc(-c2ccc(-c3ccc(OC)cc3)nc2OC)no1 | -9 | -4 | -2 | 0 | -3 | 21 | -0.5 | 7 | 2
COc1ccc2ccccc2c1/C=N/NC(=O)c1cccc([N+](=O)[O-])c1 | -2 | -13 | 3 | -4 | 1 | 18 | 1.3 | -1 | 3
CCOc1ncccc1C(=O)Nc1ccc(OC)c(S(=O)(=O)N2CCOCC2)c1 | -5 | -7 | 1 | 2 | -3 | -1 | 0.4 | 12 | 8
COC(=O)C(C)Sc1nc2c([nH]c3ccccc32)c(=O)n1C (configuration not stated) | -6 | -16 | 1 | 0 | 3 | 22 | 0.7 | 5 | -5
CCOc1cc(C(N)=O)cc(Cl)c1OCC | -5 | -11 | 0 | -2 | -3 | 12 | 0.4 | 0 | 3
COc1ccc(-c2csc(N(Cc3ccco3)C(=O)c3cccs3)n2)cc1 | 2 | -6 | 0 | -2 | -5 | 19 | 2.0 | -9 | -3
O=C(CCC1CC(=O)Nc2ccccc21)NCc1ccc(F)cc1 (configuration not stated) | 7 | -11 | 3 | 2 | -3 | -10 | 0.4 | 5 | 7
Cc1cc(C)c(C(O)c2ncc(-c3ccccc3Cl)[nH]2)c(C)c1 (configuration not stated) | 3 | 1 | 1 | -1 | -5 | 9 | 0.6 | -2 | 0

Structural class: those above containing a CF3 group.
SMILES | CHRM4 antagonist | CHO-K1 Ca antag | CHRM4 agonist | CHRM5 agonist | CHRM5 PAM | M1 PAM parental | CHO-K1 Ca ag | M4 PAM | M5 antag
O=C(CCNS(=O)(=O)c1ccccc1C(F)(F)F)NCCCc1ccccc1 | 5 | -4 | 3 | 1 | -3 | -14 | 0.1 | 2 | 11
O=C(COC(=O)C1=NN(c2ccccc2)C(=O)CC1)Nc1ccc([N+](=O)[O-])cc1C(F)(F)F | -3 | -18 | 1 | 3 | -6 | 11 | 0.5 | 6 | 1

Remaining list, next part
SMILES | CHRM4 antagonist | CHO-K1 Ca antag | CHRM4 agonist | CHRM5 agonist | CHRM5 PAM | M1 PAM parental | CHO-K1 Ca ag | M4 PAM | M5 antag
O=C(/C=C/c1ccc(S(=O)(=O)N2CCOCC2)cc1)N(CCO)Cc1ccccc1 | -13 | -6 | 5 | -1 | -3 | 3 | 1.9 | 13 | 6
CC1(C)CC(NC(=O)c2cc(S(=O)(=O)N3CCOCC3)c(Cl)cc2Cl)CC(C)(C)N1 | -13 | -7 | 1 | 3 | 5 | 10 | 1.5 | 17 | -10
CCn1cc(C(=O)NCC(OC)OC)c(=O)c2cc(S(=O)(=O)N3CCCC3)ccc21 | -2 | 3 | 1 | -6 | -4 | 3 | 0.3 | -1 | 15
Cc1cccc(C)c1OCC(=O)N1CCc2ccccc2C1 | -15 | -21 | 2 | 0 | 5 | 25 | 1.7 | 1 | -7
Cc1onc(-c2ccccc2)c1C(=O)OCC(=O)N(CC(C)C)c1c(N)n(Cc2ccccc2)c(=O)[nH]c1=O | -3 | -9 | 1 | 2 | 2 | 5 | 1.0 | 14 | -2
CCOC(=O)c1c(-c2ccc(C)o2)csc1NC(=O)CN(C)CC(=O)Nc1ccc(C)cc1 | 31* | -1 | 6 | -3 | -6 | 27 | 1.3 | -21 | 15
CCOC(=O)C1C2C=CC3(CN(Cc4ccco4)C(=O)C13)O2 (configuration not stated) | 3 | 20 | 2 | -4 | -10 | -2 | 0.0 | 10 | 16
COc1ccc(NC(=O)N2CCCC2C(=O)NCc2ccccc2Cl)cc1 (configuration not stated) | -8 | 2 | 0 | 4 | -2 | -11 | -0.2 | -1 | 5
Cc1cccn2c(=O)c(/C=C(\C#N)C(=O)NC3CCS(=O)(=O)C3)c(N3CCC(C(N)=O)CC3)nc12 (configuration not stated) | 9 | -5 | 0 | -1 | -1 | 12 | 0.1 | 0 | 4
CCCC(c1nnnn1CCc1ccccc1)N1CCC(C(N)=O)CC1 (configuration not stated) | 7 | -7 | 1 | 0 | 6 | 11 | -0.1 | 4 | -3
CCN1CCN(Cc2c(O)ccc3c2O/C(=C\C=C\c2ccccc2)C3=O)CC1 | -3 | 4 | 3 | 0 | 2 | 12 | 1.5 | 8 | -1
CCOC(=O)C1=C(COC(=O)COc2ccccc2OCC)NC(=O)NC1C (configuration not stated) | 0 | 15 | 16 | 4 | -17 | -24 | 4.2 | -7 | 14
COc1ccc(NC(=O)N[C@@H](Cc2ccccc2)C(=O)NN)cc1 | -7 | -8 | 0 | -4 | -9 | 25 | 1.0 | 0 | 8
Cc1ccc(Sc2ccc(N)cc2C#N)cc1 | -4 | -13 | 0 | -7 | -1 | 15 | 0.1 | -7 | -2
Cc1cccc(NC(=O)c2ccc3nc(N4CCOCC4)sc3c2)c1C | 0 | 3 | 9 | 4 | -6 | 12 | 2.4 | -8 | 4
Cc1nc2oc3ccccc3c(=O)c2c(=O)n1Cc1ccccc1 | 0 | -6 | 0 | 0 | 1 | 8 | 0.2 | 9 | 1
C=C(C)CNC(=S)N/N=C(\C)c1ccc(Cl)s1 | -4 | -13 | 2 | -8 | -1 | 18 | 0.6 | -9 | -1
Nc1c(Br)c(=O)[nH]c(=O)n1-c1ccccc1 | -1 | -8 | 1 | -2 | -5 | 8 | 2.4 | -1 | 5
Cc1ccc(S(=O)(=O)N2CCN(C(=O)c3ccccc3OCc3c(C)noc3C)CC2)cc1C | -6 | -3 | 6 | -4 | -1 | 4 | 4.7 | -3 | 10
CN(C)Cc1cnc2ccc(Cl)cn12 | 10 | -7 | 0 | -8 | -2 | 7 | 0.3 | -3 | -5

The listing continues.
SMILES | CHRM4 antagonist | CHO-K1 Ca antag | CHRM4 agonist | CHRM5 agonist | CHRM5 PAM | M1 PAM parental | CHO-K1 Ca ag | M4 PAM | M5 antag
COc1ccc(S(=O)(=O)N2CCC(C(=O)NCc3ccccn3)CC2)cc1Cl | -1 | 17 | 0 | -7 | -1 | -8 | 0.1 | 9 | 2
O=c1[nH]nc(SCc2cc(Cl)ccc2Cl)c(=O)[nH]1 | 3 | -5 | 1 | -9 | 6 | 6 | -0.1 | 16 | 13
Cc1ccc(NC(=O)CN(C)S(=O)(=O)c2cccs2)cc1C | 3 | -7 | 14 | 3 | -7 | 6 | 5.2 | -10 | 4
CC(C)OC(=O)Nc1ccc2c(c1)N(C(=O)CCN(C)C)c1ccccc1CC2 | -4 | -3 | 1 | -21 | 0 | 14 | 1.1 | -6 | 10
COc1cccc(-c2nc(Cc3ccc(OC)c(OC)c3)no2)c1 | -3 | -6 | 9 | 5 | -12 | 6 | 13 | -1 | 5
COc1ccc(S(=O)(=O)N(C)CC(=O)NC2CC2)cc1 | -1 | -7 | 0 | 1 | -1 | 11 | 0.4 | 1 | -2
COc1ccccc1-c1nnc(SCC(=O)Nc2ccc(S(N)(=O)=O)cc2)n1N | 3 | -15 | 0 | -1 | -2 | 5 | 0.6 | 7 | 0
COc1ccc(N/C(=N\c2nc(C)cc(C)n2)NC(=O)C(C)C)cc1OC | -3 | -11 | 0 | -8 | -8 | 20 | 0.5 | 3 | -4
Cc1nn2c(N3CCN(C4CCCC4)CC3)cc(C(C)(C)C)nc2c1-c1ccccc1 | 7 | -5 | 2 | 2 | -4 | 0 | -0.2 | 2 | 5
CCOc1ncccc1C(=O)OCc1c(Cl)cccc1Cl | 3 | 6 | -1 | -2 | -5 | 0 | 3.6 | 5 | 2
Cc1ccc(S(=O)(=O)N(C)c2nc3ccccc3[nH]c2=S)cc1 | -3 | -11 | -1 | 0 | 1 | 20 | 0.3 | -3 | 0
Cc1cc(NC(=O)C2C3C(=O)N(c4cccnc4)C(C(=O)NC(C)(C)C)C34C=CC2(C)O4)no1 (configuration not stated) | -3 | -1 | 2 | -1 | 5 | -11 | 0.3 | 6 | 3
COc1cccc(Cn2cnc(-c3ccccc3OC)c2-c2cccnc2)c1 | 3 | -4 | 1 | 0 | -2 | 22 | -0.3 | 1 | 7
CCN(CC)S(=O)(=O)c1ccc2c(c1)N(CC(=O)NCc1ccco1)C(=O)CO2 | 0 | -8 | 0 | 1 | 2 | 14 | 0.4 | -5 | 5
O=C(CSc1cccc[n+]1[O-])NC1CCCCC1 | 6 | -13 | 0 | -1 | -6 | 20 | 0.2 | 8 | 8
CC(=O)c1ccc(NS(=O)(=O)c2ccc(C(C)(C)C)cc2)cc1 | -6 | -5 | 6 | -2 | -14 | 3 | 7.0 | -3 | 18
CSC1=NCCN1C(=O)c1c(F)cccc1F | 5 | 20 | 0 | -1 | 5 | -1 | -0.1 | 2 | 2
C=CCN1C(=O)/C(=C\c2cccc(OC(=O)c3ccco3)c2)SC1=S | -1 | -21 | 2 | 0 | 5 | 3 | 0.6 | 3 | -4
COc1ccccc1N1CCN(C(=O)Cn2nnc(-c3cccs3)n2)CC1 | -11 | -28 | 8 | 3 | 2 | 15 | 2.5 | 3 | -10
Cc1ccc(OCCOc2ccc(Cl)cc2Cl)c([N+](=O)[O-])n1 | -4 | -10 | 4 | -5 | -15 | 25 | 3.3 | -7 | 8

Assay outcomes as filed in PubChem.
